Screening results (PubChem)
sdo1 growth: sdo1-depleted yeast growth rescue. AID 817. 140,000 compounds, 0.21% hits. S. cerevisiae sdo1-depleted JHY4D growth rescue, OD600 30 h; hits give high values; pdr5 snq2 efflux-pump mutant strain. z-score at 10 µM;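 active = z-score above 3 at both the 24 hr and the 30 hr optical density reads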;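 note: z-score against mean and SD of all compound wells on the same plate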
INS promoter inh: TRM-6 insulin promoter activity inhibition; TRM-6 cells (human fetal islet line), insulin promoter-eGFP reporter, imaging; reporter expression induced with tamoxifen; inhibition, % at 2 µM; 130,000 compounds, 0.9% hits;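 active = inhibition above the mean plus 3 SD, with well images judged a real hit on visual review, cut at about 60% in these data, passing the limit was not always enough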
sdo1 growth Rescue 24 h: also measured in sdo1 growth; calls as there; z-score; S. cerevisiae sdo1-depleted JHY4D growth rescue, OD600; measured here: growth rescue at 24 h;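 0 is the plate mean of compound wells and units are plate SD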
An asterisk follows results filed as active; nt = no result given.

SMILES	sdo1 growth	sdo1 growth Rescue 24 h	INS promoter inh
O=C(O)CCN1C(=O)/C(=C/c2ccc(-c3nc4ccccc4s3)o2)SC1=S	1.8	3.5	-2
Cc1nc(C)c(C(=O)Nc2ccc(C)c(F)c2)o1	-0.57	-1.3	-196
CCN(CC)c1ccc(/C=N\NC(N)=O)cc1	-0.14	-0.53	nt
COC(=O)CCSc1cc([N+](=O)[O-])cc2c1c(C1OCCO1)nn2-c1ccccc1	-0.83	0.17	0
CC1CN(c2cc(-c3ccccc3)c3ccccc3n2)CC(C)O1 (configuration not stated)	-0.97	-0.26	-64
N/C(=N\OC(=O)c1ccc2c(c1)OCO2)c1ccc(Cl)cc1	-2.6	-2.1	nt
COC(=O)c1sccc1NC(=S)Nc1ccc(F)cc1F	nt	nt	5
Fc1ccc(NC(=S)N2CCn3cccc3C2c2cccnc2)cc1 (configuration not stated)	nt	nt	-19
CCN1CC2CCCC3(C1)C(=O)NC1(CCCCC1)N=C23 (configuration not stated)	0.5	0.25	6
CCCSc1nnc(-c2cccc(S(=O)(=O)N(C)C)c2)n1-c1cc(OC)ccc1OC	0.94	2	14
Nc1nnc(C(=O)c2ccccc2N)s1	nt	nt	30
COc1cccc(NC(=O)CCN2CCN(c3ccccc3F)CC2)c1	0.32	-0.43	-45
CCOC(=O)CCCNC(=O)CCNC(=O)c1ccc(OC)cc1	0.47	-0.13	64
CNS(=O)(=O)c1cnccc1N1CCN(c2cccc(C)c2)CC1	-0.83	-1.2	6
COc1ccc(CCNC(=O)c2[nH]c(C)c(C(C)=O)c2C)cc1	0.87	0.93	26
COc1ccc(NS(=O)(=O)c2cc(NC(=O)C3CCCCC3)ccc2N2CCOCC2)cc1	nt	nt	-9
COc1ccc(C(=O)OCC(=O)Nc2ccc(Cl)c(C(F)(F)F)c2)c(OC)c1OC	-0.8	-0.52	nt
Cc1ccc(C(=O)COC(=O)CCCC(=O)Nc2cc(C(F)(F)F)ccc2Cl)cc1C	-0.07	0.02	21
Cc1cc(C(=O)CSc2nnc(-c3ccccc3)o2)c(C)n1CC1COc2ccccc2O1 (configuration not stated)	-0.45	0.57	19
O=S(=O)(Cc1ccccc1)N1CCCCCC1	0.49	0.38	67
Clc1ccc(-n2nnnc2CN2CCOCC2)cc1	0.89	0.62	4
CC(C)(Oc1ccc(Cl)cc1)C(=O)NC1=NN(c2ccccc2)C(=O)C1	0.48	-0.13	nt
CC(/C=C1\SC(=O)N(CCCC(=O)O)C1=O)=C\c1ccccc1	0.09	0.39	57
COc1cc2c(cc1OC)C(C(=O)NCC1COc3ccccc3O1)C(c1cccnc1)N(C)C2=O (configuration not stated)	1.4	1.6	-28
Cc1ccc2nc(-c3ccncc3)cc(-c3ccccc3)c2c1	-1	-0.89	-233

Compound profiles (already shown). Values in the order: sdo1 growth, sdo1 growth Rescue 24 h, INS promoter inh
`COC(=O)CCSc1cc([N+](=O)[O-])cc2c1c(C1OCCO1)nn2-c1ccccc1` across the screens: -0.83, 0.17, 0
`CCN(CC)c1ccc(/C=N\NC(N)=O)cc1` across the screens: -0.14, -0.53, nt
`CCCSc1nnc(-c2cccc(S(=O)(=O)N(C)C)c2)n1-c1cc(OC)ccc1OC` across the screens: 0.94, 2, 14
`Cc1cc(C(=O)CSc2nnc(-c3ccccc3)o2)c(C)n1CC1COc2ccccc2O1` (configuration not stated) across the screens: -0.45, 0.57, 19

Further compounds
SMILES	sdo1 growth	sdo1 growth Rescue 24 h	INS promoter inh
Cc1cccc(NC(=O)CSc2nc3[nH]ncc3c(=O)[nH]2)c1	-0.36	-0.77	-32
CCOC(=O)/C=C1\SCC(=O)N1CC(=O)NC(C)c1ccc(F)cc1 (configuration not stated)	1.1	1.5	nt
Cc1cc(C)n(Cc2ccccc2F)c(=O)c1C#N	1	1.1	30
COc1ccccc1N1CCN(S(=O)(=O)/C=C/c2ccccc2)CC1	-0.39	0.51	-28
O=C(c1ccc(F)cc1)N1CCN2C(=O)c3ccccc3C12c1ccc(Cl)cc1 (configuration not stated)	nt	nt	15
COc1ccc(/C=N/OCc2nc3c4c(ncn3n2)Oc2ccc3ccccc3c2C4c2ccccc2)cc1 (configuration not stated)	-0.56	0.03	nt
CCS(=O)(=O)N1CCCC(C(=O)NCCN(C)Cc2ccccc2)C1 (configuration not stated)	-0.48	-0.96	23
CCC12CN3CC(CC)(CN(C1)C3c1ccccc1Cl)C2O (configuration not stated)	0.21	0.18	nt
CC1=N/C(=C/c2ccc([N+](=O)[O-])cc2)C(=O)N1c1ccc(Cl)cc1Cl	-0.7	0.14	nt
CC1CN(C(=O)c2c([N+](=O)[O-])cnn2C)CC(C)O1 (configuration not stated)	0.02	-0.41	21
CCOc1cc(C(=O)N/N=C/C2CC=CCC2)cc(OCC)c1OCC (configuration not stated)	-0.31	-0.99	7
Cn1c(CS(=O)Cc2c(Cl)cccc2Cl)nnc1SCc1c(Cl)cccc1Cl (configuration not stated)	-1.2	-1.1	-12
CC(C)Cn1c(-c2ccco2)nc2c(c(=O)c3ccccc3n2C)c1=O	-0.9	-0.39	28
COc1cccc(CNC(=O)CCNS(=O)(=O)c2cccc3nsnc23)c1	nt	nt	-11
O=C(C=C1SCCS1)/C=C/c1ccco1	-0.17	-0.38	26
CCNC(=O)NC(=O)C(C)Oc1ccc(C(=O)OC)cc1 (configuration not stated)	0.3	0.1	nt
O=c1[nH]c(CO)nc2c1oc1ccccc12	1.4	1.2	16
COC(=O)C1=C(C)NC(C)=C(C(=O)OC)C1C(=O)OCCN1C(=O)c2ccccc2C1=O	0.72	0.57	12
O=C(Nc1cccc(C(F)(F)F)c1)C1CCCCC1	0.48	0.76	nt
CC1CC(C)CN(C(=O)/C(=C\c2ccccc2)c2ccccc2)C1 (configuration not stated)	-0.76	-0.74	-165
COc1ccc(N2CC(C(=O)OCC(=O)c3ccc(C)cc3)CC2=O)cc1 (configuration not stated)	nt	nt	-80
COc1ccc(CN=C2NC(=O)CC(C(=O)Nc3ccccc3C)S2)cc1 (configuration not stated)	0.06	-0.88	nt
COc1cccc(O[C@@H]2O[C@@H]3COC(C)(C)O[C@H]3[C@H](O)[C@H]2NC(C)=O)c1	-0.19	-0.2	12
O=C(/C=C/c1ccc(OCCCF)cc1)Nc1ccnc(-c2ccncc2)n1	nt	nt	47
CC(NC(=O)C12CC3CC(C1)CC(n1cncn1)(C3)C2)C12CC3CC(CC(C3)C1)C2 (configuration not stated)	-0.88	-1.8	-70

New compounds follow
SMILES	sdo1 growth	sdo1 growth Rescue 24 h	INS promoter inh
O=C(CNc1ccccc1)NNC1=NCCC1	2.3	2.9	38
COC(=O)[C@H](Cc1ccccc1)NC(=O)[C@@H]1C[C@H]1[C@@H](NC(=O)OCc1ccccc1)c1ccccc1	-0.96	-0.71	25
CCOC(=O)COn1c(-c2cccc(Cl)c2)nc2ccc([N+](=O)[O-])cc21	-0.71	-0.11	-11
OCCCn1c(-c2ccccc2)n[nH]c1=S	3	3.4	-25
CC1(C)Cc2ccccc2C(c2cc3ccccc3oc2=O)=N1	-0.84	-0.33	-31
CCC(=O)Nc1cc(-c2nnc(OC)c3ccccc23)ccc1N1CCOCC1	-0.04	0.24	nt
CCOc1ccccc1OCC(=O)Nc1nc2ccccc2[nH]1	nt	nt	27
Cc1ccc(S(=O)(=O)N2CCN(C(=O)CSc3nc4ccccc4c(=O)[nH]3)CC2)c(C)c1	0.1	-0.08	-33
CCOc1ccc(C2C(C#N)=C(N)SC(N)=C2C#N)c(OCC)c1	0.35	-0.64	nt
C=CCN1CCN(Cc2cnc(Cl)s2)CC1	0	-0.65	nt
CC(Sc1nc(-c2ccccc2)cc(C(F)(F)F)n1)C(=O)N1CCOCC1 (configuration not stated)	-0.29	-0.9	20
COCCNC(=O)C(c1ccco1)N(C(=O)Cn1nnc2ccccc21)c1cc(C)ccc1C (configuration not stated)	0.52	-0.07	nt
CNC(=S)Nc1cc(OC)c(NC(=O)c2ccco2)cc1OC	nt	nt	-29
CC(C)(C)NC(=O)C(=O)N/N=C/c1ccc(Br)cc1	0.11	-0.41	nt
CC(C)(C)OC(=O)N1CC=C2C(C#N)=C(N)C(C#N)(C#N)[C@H](c3cccnc3)[C@H]2C1	0.16	-0.63	-23
Cc1ccc(Cn2nc(C)c(NC(=O)CCCn3nc(C)c([N+](=O)[O-])c3C)c2C)cc1	0.13	-0.74	0
CCCC(=O)Nc1ccc(Br)cn1	1	1.1	-49
CCc1cccc(NS(=O)(=O)c2c(C)n[nH]c2C)c1	0.95	1.1	9
CCn1c(C(O)c2ccccc2)nc2ccccc21 (configuration not stated)	-0.49	-0.3	nt
COC(=O)C1=NNC2(c3ccc(C)cc3)C(=O)N(c3ccc(C)cc3)C(=O)C12 (configuration not stated)	nt	nt	-36
CCCOc1ccc(CC(CC(=O)O)(C(=O)O)C(=O)O)cc1	-0.24	-0.72	nt
CCOc1cccc(OCCOc2ccc(C(=O)c3ccccc3)cc2)c1	-0.22	0.29	27
CCOc1cc(N2CCOCC2)c(OCC)cc1NC(=O)CN1C(=O)NC2(CCCCCCC2)C1=O	nt	nt	-93
Cc1ccc(NC(=O)Cn2cccc2)c(C)c1	0.21	-0.63	40
Cc1ccc(Nc2ccc(C(N)=O)cc2[N+](=O)[O-])cc1C	-0.69	-1.3	31

Among those listed so far, these contain an aryl thioether with sulfur outside any ring:
SMILES	sdo1 growth	sdo1 growth Rescue 24 h	INS promoter inh
COC(=O)CCSc1cc([N+](=O)[O-])cc2c1c(C1OCCO1)nn2-c1ccccc1	-0.83	0.17	0
CCCSc1nnc(-c2cccc(S(=O)(=O)N(C)C)c2)n1-c1cc(OC)ccc1OC	0.94	2	14
Cc1cc(C(=O)CSc2nnc(-c3ccccc3)o2)c(C)n1CC1COc2ccccc2O1 (configuration not stated)	-0.45	0.57	19
Cc1cccc(NC(=O)CSc2nc3[nH]ncc3c(=O)[nH]2)c1	-0.36	-0.77	-32
Cn1c(CS(=O)Cc2c(Cl)cccc2Cl)nnc1SCc1c(Cl)cccc1Cl (configuration not stated)	-1.2	-1.1	-12
Cc1ccc(S(=O)(=O)N2CCN(C(=O)CSc3nc4ccccc4c(=O)[nH]3)CC2)c(C)c1	0.1	-0.08	-33
CC(Sc1nc(-c2ccccc2)cc(C(F)(F)F)n1)C(=O)N1CCOCC1 (configuration not stated)	-0.29	-0.9	20

(more compounds)
SMILES	sdo1 growth	sdo1 growth Rescue 24 h	INS promoter inh
O=C(O)c1ccc(Cl)c2c1C1C=CCC1C(c1ccccn1)N2 (configuration not stated)	0.43	0.04	nt
C=C1CC(C(=O)N/N=C/c2ccc(O)cc2)C1	0.37	0.2	-8
O=C(NCC(c1cccs1)N1CCOCC1)c1ccccc1NS(=O)(=O)c1ccc(Cl)c([N+](=O)[O-])c1 (configuration not stated)	-0.03	-0.5	nt
O=S(=O)(CC12C3C4C5C1C2C(Br)(C43)C51OCCO1)c1ccccc1 (configuration not stated)	0.01	-0.12	15
O=[N+]([O-])c1ccccc1/C=N/NC1=NCCCCC1	0.29	-0.33	nt
Cn1c(SCC(N)=O)nnc1-c1ccccc1	0.64	0.79	-14
Cc1cc(OC(=O)c2ccc(S(=O)(=O)N(C)C)cc2)c([N+](=O)[O-])c(=O)[nH]1	nt	nt	-100
COc1ccc(/C=N/N2C(=O)c3ccccc3C2=O)cc1	0.33	-0.91	nt
COC(=O)c1ccc(S(=O)(=O)NCCSc2nnc3c4ccccc4n(C)c3n2)cc1	-0.37	-0.18	nt
CN(NC(=O)c1cccc(Cl)c1)c1nc(-c2ccccc2)nnc1C(F)(F)F	0.14	1.6	-44
C=C(C)c1cccc(C(C)(C)NC(=O)NCCCN2CCCC2=O)c1	0.61	0.36	-47
Cc1ccccc1NC(=O)CSc1nnnn1C	0.58	-0.59	13
CCCC(c1nnnn1Cc1ccco1)N1CCN(C(=O)c2ccco2)CC1 (configuration not stated)	1.3	2.4	43
Cc1cc2cc(CN(Cc3cccs3)S(=O)(=O)c3ccc4c(c3)OCCO4)c(=O)[nH]c2cc1C	-1.3	-0.6	0
CC1CCCC(NC(=O)COC(=O)c2cc(S(=O)(=O)N3CCCCC3)ccc2N2CCOCC2)C1C (configuration not stated)	-0.06	-1	-23
C/C(N)=C(/C#N)C(=O)COC(=O)Cc1coc2cc(C)ccc12	nt	nt	-7
CC(C)CC(C(=O)O)N(Cc1ccccc1)Cc1ccccc1 (configuration not stated)	-0.36	-0.7	45
COc1ccc(C(OC(=O)c2cccs2)C(=O)NCC2CCCO2)cc1 (configuration not stated)	-0.26	-0.63	42
CN(Cc1ccccc1)C(=O)c1ccc2c(c1)OCCO2	-0.66	-1.2	nt
O=C(O)/C=C/C(=O)NNC(=O)c1cccc(Br)c1	-0.35	-0.52	nt
O=C(CNC(=O)c1cccs1)NCCN1CCN(c2ccccc2F)CC1	0.32	-0.22	16
COc1ccc(N2C(=O)c3cccc4cccc(c34)C2=O)nn1	1	-0.06	-23
CC(C)CN(C(=O)COC(=O)c1cc2ccccc2oc1=O)C1CCS(=O)(=O)C1 (configuration not stated)	0.8	0.23	22
O=C(O)c1cc(S(=O)(=O)N2CCCC2)ccc1Br	1.4	1.3	nt
COc1ccc(/C=C/C(=O)NCC(=O)N/N=C/c2cccnc2)cc1	nt	nt	20

More results follow:
SMILES	sdo1 growth	sdo1 growth Rescue 24 h	INS promoter inh
O=C(c1ccc2ccccc2c1)N1CCN(c2ccccc2)CC1	-1.1	-0.73	-349
CC(C)Sc1ncnc2c1oc1ccccc12	-1.1	-0.44	nt
CC(C)CCNc1nc(N)c([N+](=O)[O-])c(NCC2CCCO2)n1 (configuration not stated)	-1.6	-1	-56
C=CCOc1ccccc1CNCc1ccc(F)cc1	nt	nt	-37
C=CCNC(=O)CCCOc1cccc(C)c1	2.4	1.9	-18
COc1ccc(-c2cc(C(F)(F)F)n3nc(C(=O)NCc4ccco4)cc3n2)cc1	-0.18	1.4	nt
